M. tuberculosis HTS: M. tuberculosis growth inhibition, HTS (AID 449762); M. tuberculosis H37Rv growth inhibition, 7H9 media; higher % means a stronger effect; inhibition, % at 25 µM, or IC50 in µM where a hit was titrated; 0.59% of 330,000 active; in the data active = a potency from the dose series; inconclusive = inhibition above about 70% without an active follow-up result;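 also: bacterial growth assessed after seven days of incubation; strong numbers were not always called active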
inhibitors of VEEV: inhibitors of VEEV TC-83 cytopathic effect, confirmation, Vero cells (AID 588727); Vero cells, VEEV TC-83 cytopathic effect inhibition; higher % means a stronger effect; inhibition, % at 20 µM, or IC50 in µM where a hit was titrated; 0.13% of 350,000 active; in the data active = a potency from the dose series; inconclusive = inhibition mostly from about 14% at the one dose, without a potency; inactive = the rest, 99 in 100 with inhibition below about 12%; also: strong numbers were not always called active
Salmonella PhoP GFP: PhoP regulon inhibitors, Salmonella typhi PhoP promoter GFP reporter, confirmatory (AID 1850); one-dose inhibition, % at 50 µM; IC50 in µM for titrated hits; Salmonella Typhi PhoP-promoter GFP reporter, fluorescence, 4 h; higher % means a stronger effect; 0.33% of 310,000 active; in the data active = a potency from the dose series; inconclusive = inhibition mostly from about 25% at the one dose, without a potency; inactive = the rest, 99 in 100 with inhibition below about 19%;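 also: 0% = induced wells with vehicle and 100% = uninduced wells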
M. tuberculosis: growth inhibition of non-replicating M. tuberculosis (AID 488890) | inhibition, % at 25 µM, or IC50 in µM where a hit was titrated | 0.39% of 320,000 active | Mycobacterium tuberculosis non-replicating, growth inhibition; higher % means a stronger effect; in the data active = a potency from the dose series; inconclusive = inhibition mostly from about 82% at the one dose, without a potency; inactive = the rest, 99 in 100 with inhibition below about 76%;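 also: plate controls were DMSO cells for no effect and high antibiotic wells for full effect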
influenza NS1A: H1N1 influenza NS1A inhibitors, functional cell based assay (AID 504329). NS1A functional cell-based assay, percent inhibition; higher % means a stronger effect. one-dose inhibition, % at 12.5 µM; IC50 in µM for titrated hits. 0.3% of 340,000 active; in the data active = a potency from the dose series; inconclusive = inhibition above about 27% without an active follow-up result; also: strong numbers were not always called active
inhibitors of VEEV 10K pilot screen: further read-out of inhibitors of VEEV, marked with its call; inhibition, %; measured here: 10K pilot screen inhibition
Starred values were filed as active, the others as inactive; i = inactive; ? = inconclusive; · = not tested or not shown; & = joins results of further samples.

SMILES | M. tuberculosis HTS | inhibitors of VEEV | Salmonella PhoP GFP | M. tuberculosis | influenza NS1A | others
CC(=O)NC(CC(=O)OCC(=O)c1c(N)n(CC(C)C)c(=O)n(C)c1=O)c1ccccc1 (centres undefined) | -4.6% | 3.0% | -0.7% | -12.3% | -9.1%
O=C(CCC(=O)c1ccc(Cl)cc1)OCn1nnc2ccccc2c1=O | 54.3% | 0.9% | · | 74.3% | -21.2%
Cc1ccc(C(=O)NC2CC3CCC(C2)N3)cc1 (centres undefined) | 6.5% | 1.3% | 9.0% | 9.3% | -7.0%
COc1ccc(S(=O)(=O)Nc2ccc(N3CCOCC3)cc2)cc1Br | -2.6% | i | 3.2% | 5.6% | 14.5%
O=C(Nc1nncs1)c1cccc(S(=O)(=O)N2CCc3ccccc32)c1 | -8.6% | 1.7% | -7.1% | 35.5% | 1.3%
O=C(O)c1cc2ccc3cccc4ccc(c1)c2c34 | 1.3% | 1.1% | 3.0% | 49.4% | -1.0%
O=C(COC(=O)c1ccco1)NC1CCCC1 | -4.2% | 1.2% | -3.4% | -13.6% | 6.3%
O=C(CCNS(=O)(=O)c1cccc2nsnc12)NCc1ccco1 | -4.4% | 0.4% | -7.4% | -0.6% | -12.4%
Cc1nn(C)c(Cl)c1C(=O)NCC(=O)O | 0.8% | i | 6.8% | 4.5% | 1.3%
Cc1nn(-c2ccccc2)c2sc(C(=O)N3CCCCC3)cc12 | 4.3% | 6.5% | -3.0% | 35.9% | 3.8%
COc1ccc2c(c1)c(CCN)c(C)n2Cc1ccccc1 | 5.2% | 37.3% | 12.0% | -21.0% | -8.0%
CS(=O)(=O)N1CCC(Oc2ccccc2C(=O)N2CCCCC2CO)CC1 (centres undefined) | 0.2% | 1.4% | -3.8% | 16.4% | 2.2%
Cc1ccccc1OCC(=O)Nc1nnc(S(=O)(=O)N2CCCC2)s1 | -3.7% | 2.6% | -12.3% | · | -9.8%
COc1cc(NC(=O)CN2CCCCC2C)c(C)cc1[N+](=O)[O-] (centres undefined) | 9.9% | 2.0% | 0.8% | 9.7% | 1.4%
O=C(Nc1ccccc1)N1CC2CC(C1)c1cccc(=O)n1C2 (centres undefined) | -2.7% | 0.1% | -3.8% | -15.7% | 4.2% | inhibitors of VEEV 10K pilot screen=0.4
CCOc1ccccc1-n1c(SCC(=O)Nc2ccc(CC)cc2)nc2n[nH]c(C)c2c1=N | ? | · | 13.9% | -3.1% | ·
COc1ccc(N(CC(=O)N2CCOCC2)S(C)(=O)=O)cc1 | -1.2% | i | -5.8% | 5.5% | -0.5%
COc1ccc([N+](=O)[O-])cc1/C=N/NC(=O)Cc1ccccc1 | -0.8% | 0.2% | -0.3% | 22.6% | 9.6%
C=C(C)COc1ccc(-c2n[nH]c(C)c2-c2ccccc2OC)c(O)c1 | 5.6% | 3.1% | 0.2% | 4.1% | -4.2%
CCOC(=O)N1CCC(Nc2c(NCCN3CCN(c4cccc(Cl)c4)CC3)c(=O)c2=O)CC1 | -6.5% | 0.3% | · | 38.8% | 27.7%
O=C(O)c1cc(O)ccc1NC(=O)C1CCCO1 (centres undefined) | -2.1% | i | 7.8% | 9.5% | -34.3%
Cc1ccc(S(=O)(=O)N(C)C)cc1NC(=O)COC(=O)/C=C/c1cccs1 | 4.1% | 1.3% | 5.6% | -15.8% | -5.3%
COc1ccccc1CN(Cc1nc2ccccc2c(=O)[nH]1)C(=O)Nc1ccc(C)cc1 | 0.2% | 9.4% | 2.0% | 18.8% | 0.1%
COc1ccccc1N1CCN(S(=O)(=O)CCNC(=O)C23CC4CC(CC(C4)C2)C3)CC1 | 3.8% | 7.3% | 6.6% | 12.4% | -4.3%
CS/C(=N\S(=O)(=O)c1cccs1)NC(=O)CSc1nc2ccccc2s1 | 4.0% | 0.5%&2.7% | 0.6% | 38.5% | 21.1%&-3.5%
Cc1cc(C)cc(N)c1 | -2.2% | 0.7% | · | 13.3% | -19.1%
CCOC(=O)c1c(C)[nH]c(C)c1C(=O)CSc1nc(N)cc(=O)[nH]1 | -2.8% | 1.7% | 6.0% | 5.3% | 2.5%
COc1ccc(C2N(C(=O)C(F)(F)F)C(C)CN2S(=O)(=O)c2ccc(C)cc2)cc1 (centres undefined) | 10.7% | i | -4.1% | 0.1% | 3.5%
COc1ccccc1N1CCN(c2ccc(-c3ccccc3)nn2)CC1 | 84.4µM* | 5.4% | -1.9% | ? | 17.0%
Cn1cccc1/C=C1\CCc2ccccc2C1=O | 7.8% | 0.8% | -5.7% | 6.9% | 7.0%
Cc1cccc(NC(=S)NNC(=O)c2csc(C)c2)c1 | -0.6% | 2.1% | 0.1% | 30.5% | -4.5%
COc1ccc(-c2cc(=O)oc3cc(OCC(=O)N[C@@H](Cc4c[nH]c5ccccc45)C(=O)O)ccc23)cc1 | -4.7% | 0.9% | -8.6% | 11.7% | -12.3%
O=C(COc1ccc2ccc(=O)oc2c1)Nc1cccnc1 | 2.6% | 0.5% | 14.2% | -7.4% | -2.2%
CC1CCCCC1NC(=O)c1cc(S(=O)(=O)N2CCOCC2)ccc1Cl (centres undefined) | 1.4% | 10.5% | · | 3.4% | 3.0%
COc1ccccc1/C=C(\NC(=O)c1cccc(C)c1)C(=O)Nc1ccccn1 | -4.1% | 1.2% | -2.4% | -3.6% | -9.7%
COc1ccc(S(=O)(=O)N2CCN(C(=O)CCOc3ccccc3)CC2)cc1OC | -9.8% | 0.2% | · | -9.1% | 2.4%
CC(Oc1ccccc1)C(=O)N1CCN(c2ncccn2)CC1 (centres undefined) | -5.6% | 5.3% | · | -10.4% | -7.7%
CC1=C(C(=O)NCCN2CCOCC2)C2(CCC(C)CC2)OC1=O (centres undefined) | 0.3% | 0.6% | -10.6% | -17.1% | 5.0%
CCN(Cc1ccccc1)Cc1nc(CCc2ccccc2)no1 | -13.7% | 2.1% | -1.3% | 20.6% | 9.7%
CC1=NNC(=O)C1C(c1cccc(O)c1)C(C#N)C#N (centres undefined) | 0.4% | 0.8% | 0.3% | -9.3% | -29.9%
COc1ccc(C/C(O)=C(\C#N)c2nc3ccccc3s2)cc1 | ? | 1.8% | 4.4% | 77.5% | -3.7%
CCCn1c(N)c(C(=O)CSc2nc3ncc(Cl)cc3[nH]2)c(=O)n(C)c1=O | 10.3% | 1.4% | · | -6.6% | -5.7%
Cn1cc([N+](=O)[O-])c(C(=O)Nc2ccc3nc(-c4ccccc4)[nH]c3c2)n1 | -0.3% | 4.7% | -1.1% | -15.7% | -1.9%
Nn1c(SCC(=O)NC2CCCCC2)nnc1-c1ccccc1 | 2.7% | 0.8% | 2.6% | 3.5% | 9.9%
O=C(O)c1ccc(/C=N/Nc2ccc(F)cc2F)cc1 | ? | 0.5% | 18.0% | 64.1% | 3.9%
Cc1ccc(-c2c3c(=O)n(C)c(=O)n(C)c3cn2Cc2cccnc2)cc1 | -3.8% | 1.6% | 10.2% | 11.1% | 8.0%
CC(NC(=O)C(=O)Nc1nccs1)c1ccccc1 (centres undefined) | 10.3% | i | -4.6% | 62.1% | -18.5%
COc1ccc(CCNC(=O)Cn2cnc3scc(-c4ccccc4)c3c2=O)cc1OC | 2.0% | 2.0% | -8.7% | 28.5% | 0.6%
Cn1cccc1CC(=O)N/N=C\c1c2ccccc2cc2ccccc12 | 6.4% | 2.4% | -15.2% | 27.3% | 12.1%
CCOC(=O)c1nc(-c2ccc(OC)c(OC)c2)no1 | 2.5% | i | -21.2% | -16.7% | -3.7%
CC(NS(=O)(=O)c1ccc2c(c1)OCCCO2)C(=O)O (centres undefined) | 0.3% | i | -6.4% | 9.6% | 1.2%
O=C(c1cc(-c2cccnc2)nc2ccccc12)N1CCCc2ccccc21 | 7.7% | 7.5% | 3.2% | 29.2% | 1.3%
C/C(=N\NC(=O)c1nn(C)c(C)c1Br)c1ccc(NC(=O)C2CCCC2)cc1 | -8.7% | 6.9% | -6.8% | -9.1% | -3.2%
O=C1CCCN2N=C(SCC(=O)N3N=C(c4ccc(Br)cc4)CC3c3ccc(F)cc3)SC2=N1 (centres undefined) | -1.4% | 4.4% | 3.4% | 32.6% | -5.1%
COc1ccc(C(=O)Cc2ccccc2)cc1OC | 1.0% | 1.7% | 2.2% | 14.4% | -3.2%
Cc1cc(C)cc(NC(=O)[C@@H](NC(=O)c2ccco2)C(C)C)c1 | 8.8% | i | 7.7% | -8.8% | 3.8%
Cc1oc2c(F)c(F)c(F)c(F)c2c1S(=O)(=O)Nc1cccc(C(F)(F)F)c1 | 5.7% | 1.1% | 5.5% | ? | -6.7%
O=C(CC12CC3CC(CC(C3)C1)C2)NCc1ccc(F)cc1 | 2.7% | i | 4.3% | 58.6% | 16.8%
COc1ccc(/C=N/NC(=O)c2cccnc2)cc1CSc1nc2ccccc2s1 | 8.3% | 5.4% | 4.9% | 6.3% | 27.2%
COC(=O)Nc1ccc(C)c2nsnc12 | -6.0% | i | -0.4% | -3.5% | -6.9%

The listing continues:
SMILES | M. tuberculosis HTS | inhibitors of VEEV | Salmonella PhoP GFP | M. tuberculosis | influenza NS1A | others
CCn1c(CNc2ccc(Cl)cc2)nnc1SCC#N | 0.2% | 1.3% | 5.0% | 4.2% | -7.5%
Cn1cc(C(CC(=O)O)C(=O)O)c2ccccc21 (centres undefined) | 0.4% | 1.6% | 6.2% | 10.4% | 5.0% | inhibitors of VEEV 10K pilot screen=1.2
CC(O)CNCCCOc1cccc(C(F)(F)F)c1 (centres undefined) | 4.8% | 0.5% | -0.8% | 26.1% | -12.1%
Cc1nn(C)cc1/C=N/NC(=O)Cn1nccc1C | -6.2% | 0.1% | -16.0% | -3.7% | 14.7%
CCC/C=C1/CCCOC(C(=O)NCc2ccccn2)(C(F)(F)F)C1 (centres undefined) | 1.0% | i | 0.2% | -7.5% | 5.9%
COc1cc(C(=O)N2CCN(Cc3ccc4c(c3)OCO4)CC2)c([N+](=O)[O-])cc1OC | 2.0% | 0.2% | -9.5% | -12.7% | -0.5%
COc1ccc(OC)c(/C=N/NC(=O)CSc2cc(C)nc3c(OC)cccc23)c1 | -3.2% | 1.5% | -2.2% | 14.5% | ·
COc1ccc(S(=O)(=O)NCC2CCCO2)cc1NC(=O)c1ccccc1F (centres undefined) | 0.5% | 2.2% | 0.8% | -10.2% | -3.3%
COc1ccc(C2Nc3ccccc3C(=O)N2c2ccccc2)cc1Cn1cc([N+](=O)[O-])cn1 (centres undefined) | -2.9% | 9.0% | 0.2% | 34.2% | -2.9%
Nc1ccc2cc3[nH]c4cc(N)ccc4c3nc2c1 | · | i | · | · | 21.1µM*
Cc1nc(/C=[N+](\[O-])C(C)(C)/C=N/O)n(O)c1C | 7.8% | 1.4% | 6.2% | 3.3% | -0.1%
C/C(=C\c1ccccc1)CN1CCN(c2ccccc2)CC1 | -8.2% | i | -15.2% | 19.7% | 10.2%
O=C(CSc1nnc(CN2CCCCC2)n1-c1ccccc1)c1ccc2c(c1)OCO2 | 3.7% | 0.7% | 0.0% | 12.0% | -0.2%
N[C@H](CO)Cc1ccccc1 | · | 0.4% | · | · | -1.4%
O=c1[nH]c2cc3c(cc2cc1CN(Cc1ccco1)C(=S)NCC1CCCO1)OCCO3 (centres undefined) | 5.1% | 9.6% | 3.7% | 21.4% | 7.1%
CCOC(=O)N1CCN(C(=O)c2cccc(S(=O)(=O)Nc3ccc(OC)cc3)c2)CC1 | -5.9% | 8.1% | 6.0% | -14.9% | -6.8%
CC1CC(C)CN(S(=O)(=O)c2ccc(C(=O)NCc3ccco3)cc2)C1 (centres undefined) | 0.2% | 1.1% | 9.7% | 25.6% | -0.7%

6 entries picked at random from the list so far, as already listed:
SMILES | M. tuberculosis HTS | inhibitors of VEEV | Salmonella PhoP GFP | M. tuberculosis | influenza NS1A | others
CCOC(=O)N1CCN(C(=O)c2cccc(S(=O)(=O)Nc3ccc(OC)cc3)c2)CC1 | -5.9% | 8.1% | 6.0% | -14.9% | -6.8%
COc1ccc(S(=O)(=O)NCC2CCCO2)cc1NC(=O)c1ccccc1F (centres undefined) | 0.5% | 2.2% | 0.8% | -10.2% | -3.3%
Cn1cc(C(CC(=O)O)C(=O)O)c2ccccc21 (centres undefined) | 0.4% | 1.6% | 6.2% | 10.4% | 5.0% | inhibitors of VEEV 10K pilot screen=1.2
CCC/C=C1/CCCOC(C(=O)NCc2ccccn2)(C(F)(F)F)C1 (centres undefined) | 1.0% | i | 0.2% | -7.5% | 5.9%
N[C@H](CO)Cc1ccccc1 | · | 0.4% | · | · | -1.4%
CC1CC(C)CN(S(=O)(=O)c2ccc(C(=O)NCc3ccco3)cc2)C1 (centres undefined) | 0.2% | 1.1% | 9.7% | 25.6% | -0.7%

High-throughput results: PubChem BioAssay, Southern Research Specialized Biocontainment Screening Center

This is a random part of the collection; overall some 1.6% were active at least once.
